TEAD-YAP block: TEAD-YAP interaction inhibition | HEK-TIYL cells, TEAD-Gal4/YAP UAS-luciferase luminescence | inhibition, % at 9.12 µM | 1.4% of 640,000 active | AID 1259422; in the data active = inhibition above about 32%;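 also: 0% = median of test compound wells and 100% = reference inhibitor wells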
MITF inh: inhibitors of human MITF; O75030; AlphaScreen MITF homodimerization, bead proximity signal; inhibition, % at 2.6 µM; 0.91% of 650,000 active; in the data active = inhibition above about 50%;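 also: 0% = vehicle wells with protein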
Target sequence (O75030 whole entry, looked up): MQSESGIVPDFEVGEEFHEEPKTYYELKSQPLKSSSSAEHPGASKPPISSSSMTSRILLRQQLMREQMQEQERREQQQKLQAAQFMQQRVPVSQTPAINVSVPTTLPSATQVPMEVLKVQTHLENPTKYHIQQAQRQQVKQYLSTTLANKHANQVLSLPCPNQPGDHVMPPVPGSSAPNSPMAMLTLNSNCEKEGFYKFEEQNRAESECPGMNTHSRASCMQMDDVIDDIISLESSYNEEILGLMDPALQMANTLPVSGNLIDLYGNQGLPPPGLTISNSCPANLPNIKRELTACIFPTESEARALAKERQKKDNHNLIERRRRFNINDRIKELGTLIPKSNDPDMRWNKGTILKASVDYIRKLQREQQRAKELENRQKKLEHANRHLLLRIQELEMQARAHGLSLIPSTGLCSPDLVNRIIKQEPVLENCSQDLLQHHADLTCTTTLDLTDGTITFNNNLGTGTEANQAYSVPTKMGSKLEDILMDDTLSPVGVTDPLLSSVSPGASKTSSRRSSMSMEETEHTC
GPR151 activ: human GPR151 activation. PathHunter beta-arrestin GPR151 cells, luminescence. Q8TDV0. activation, % at 11.2 µM. 1% of 650,000 active; in the data active = activation above about 4.9%;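 also: 0% = median of compound wells and 100% = cells with positive control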
Target sequence (Q8TDV0 whole entry, looked up): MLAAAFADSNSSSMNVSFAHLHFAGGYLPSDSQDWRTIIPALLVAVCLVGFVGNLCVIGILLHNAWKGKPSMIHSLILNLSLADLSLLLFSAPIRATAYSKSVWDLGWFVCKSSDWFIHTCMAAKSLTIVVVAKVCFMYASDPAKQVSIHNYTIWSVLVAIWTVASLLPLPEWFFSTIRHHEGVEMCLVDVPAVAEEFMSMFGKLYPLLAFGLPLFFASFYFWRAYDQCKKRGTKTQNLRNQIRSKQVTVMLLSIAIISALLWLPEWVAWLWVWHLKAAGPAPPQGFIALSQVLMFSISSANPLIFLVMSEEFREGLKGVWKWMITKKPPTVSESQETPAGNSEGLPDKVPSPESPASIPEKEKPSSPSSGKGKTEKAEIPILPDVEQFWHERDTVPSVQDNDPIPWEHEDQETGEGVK
FBW7 activator: activators of human E3 ligase FBW7; normalized activity (activation), % at 26.1 µM; AID 1259310; 0.13% of 650,000 active; AlphaScreen FBW7–phospho-cyclin E peptide binding, activator screen; in the data active = normalized activity above about 1.9%;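 also: purified mutant Fbw7 with reduced substrate affinity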
* marks the source's active call; other numbers are inactive results; · = no result given; & = joins results of further samples.

item	canonical_smiles	TEAD-YAP block	MITF inh	GPR151 activ	FBW7 activator
1	Cc1cc(NC(=O)c2ccc(Br)c([N+](=O)[O-])c2)no1	-10	8	1.4	-0.1
2	COC(=O)c1cc(CNC(C)=O)cc(NS(=O)(=O)c2cccc3cccnc23)c1	-16	-7	-1.8	0.0
3	COc1ccc(NC(=O)c2cc3cc([N+](=O)[O-])ccc3oc2=O)cc1	-1	9	-0.8	0.0
4	CCOc1ccc(C2C(=O)N(C3CCCCC3)CC(=O)N2CCC2=CCCCC2)cc1OC (stereo unspecified)	-10	1	1.8	-0.4
5	COC(=O)[C@@H](NC(=O)OC1C(=O)c2cc(Br)ccc2O[C@H]1c1ccc2c(c1)OCO2)C(C)C (stereo partly specified)	·	2	1.4	0.1
6	CCN1C(=O)c2cccc3c(S(=O)(=O)Nc4ccccc4C)ccc1c23	5	-3	-0.7	0.1
7	CC1(C)CC(=O)C2=C(C1)NC(=S)NC2c1cccc(F)c1 (stereo unspecified)	52*	-1	0.1	-0.1
8	COc1ccc(/C=C/C(=O)NC2CCCC2)cc1OC	-5	-12	0.6	0.0
9	Cc1cc(C(=O)COC(=O)C2COc3ccccc3O2)c(C)n1C (stereo unspecified)	-4	17	0.2	0.0
10	COC(=O)c1cccc(NC(=O)CSc2nc3cc4ccccc4cc3[nH]2)c1	-4	13	0.0	-0.1
11	O=C1c2ccc([N+](=O)[O-])cc2C(=O)N1CNc1ccc(Br)cc1	-5	-3	0.8	-0.1
12	COC(=O)COc1ccc(CNC2CCCCCCC2)cc1	3	0	5.4*	-0.4
13	O=C(CCCN(Cc1cccs1)S(=O)(=O)c1ccc(Br)cc1)NO	0	-5	1.7	-0.2
14	Cc1ccc(NC(=O)CNC(=O)c2ccco2)cc1Cl	-10	3	0.2	-0.1
15	CC(C)n1c(-c2cccs2)nc2c(NCc3cccc(C(F)(F)F)c3)ncnc21	1	-13	3.1	0.0
16	CN(C)CCCNc1ncnc2sc3c(c12)CCCC3	-7	-22	2.4	-0.1
17	O=C(/C=C/c1ccc(Cl)c(Cl)c1)NCc1ccccn1	-11	0	0.9	-0.1
18	COc1ccc(C(=O)c2ccc(N3CCN(C)CC3)c([N+](=O)[O-])c2)cc1	14	12	-1.2	-0.3
19	Brc1ccccc1-c1nnc2sc(-c3ccc4c(c3)OCCO4)nn12	-3	-1	5.7*	-0.1
20	N#Cc1c(-c2ccccc2)cc(-c2ccc(Br)cc2)nc1SCC(=O)Nc1cccc(C(F)(F)F)c1	-3	2	-0.9	-0.1
21	NS(=O)(=O)c1ccc(Nc2nccc(-c3cccc(Cl)c3Cl)n2)cc1	-6	14	0.6	24*
22	CCOc1ccc(S(=O)(=O)NN=C2CCC(C(C)(C)C)CC2)cc1 (stereo unspecified)	1	6	0.5	-0.2
23	COC(=O)N[C@H]1C[C@H]2C(=O)N[C@@H](Cc3ccccc3)C(=O)N2C1	-1	-15	-2.1	-0.3
24	Cc1cccc(Cn2c(C(=O)O)c(CNC3CCCC3)c3ccccc32)c1	-4	1	-0.7	0.1
25	Cc1cccc(Nc2ccc3c(cnn3-c3cccc(C(=O)NCCN4CCCN(C)CC4)c3)c2)c1Cl	1	9	-0.8	0.0
26	CCSc1nnc2c(n1)OC(C1CC=C(C)CC1C)Nc1ccccc1-2 (stereo unspecified)	-10	5	0.2	-0.1
27	COc1ccc(Cl)cc1-n1c(=O)c(C#N)cc2c(=O)n3cc(C)ccc3nc21	-3	11	-0.6	0.3
28	O=C1N=C(N2CCCC2)S/C1=C/c1cccc(O)c1	-3	5	-0.5	0.6
29	CCc1nnc(NC(=O)[C@@H](NS(=O)(=O)c2cccc(Cl)c2)C(C)C)s1	3	5	-0.9	0.1
30	COc1cc(/C=C2/SC(N)=NC2=O)ccc1OCc1ccccc1[N+](=O)[O-]	-5	-9	-0.6	0.0
31	Cc1cc(S(=O)(=O)N2CCN(c3ccc(-c4cccnc4)nn3)CC2)ccc1F	-4	-3	0.9	-0.1
32	O=C(Nc1nc(-c2cc(Cl)sc2Cl)cs1)c1ccc(S(=O)(=O)N2CCCCC2)cc1	0	11	0.1	0.0
33	O=c1[nH]cnc2ccc(O)cc12	-3	3	1.6	0.2
34	OCCCNC(=S)Nc1ccc(Cl)cc1	1&-6	-3&5	1.2&-2.2	0.1&0.4
35	COc1ccc(CCNC(=O)CN(c2ccc(OC)c(Cl)c2)S(C)(=O)=O)cc1	7	5	0.6	0.1
36	Oc1ccc(-c2cnc3ccncc3n2)cc1	19	8	-5.1	0.0
37	Cc1cn2c(=O)c(C(=O)Nc3ccccc3C)cnc2s1	-36	-2	2.1	-0.1
38	COc1ccc(C(=O)Nc2ccccc2SC)nn1	-18	18	-0.7	0.2
39	CS(=O)(=O)Nc1ccccc1C(=O)NCCSc1ccccc1	-1	-21	1.4	0.2
40	O=C(COc1ccc(Cl)cc1)NC(=S)Nc1ccc2c(c1)COC2=O	-5	4	0.5	0.1
41	COc1ccc(C2CC(=O)C(C=NCCc3ccccc3)=C(O)C2)cc1OC (stereo unspecified)	3	18	0.4	0.0
42	CC(C)C(=O)N(CC(=O)Nc1sc2c(c1C(N)=O)CCCC2)Cc1ccc(F)cc1	14	11	-0.1	0.3
43	O=C(NCCc1ccccc1)c1cccnc1SCc1ccccc1Cl	-5	-12	0.7	-0.1
44	Cc1cccc(-n2c(-c3ccccc3)cn3c4c(=O)n(C)c(=O)n(C)c4nc23)c1	7	-21	2.0	0.2
45	O=C(Cc1ccc(Br)cc1)Nc1cccc([N+](=O)[O-])c1	-12	5	-1.1	0.8
46	O=C(O)C(c1ccccc1)N1C(=O)c2ccc3c4c(ccc(c24)C1=O)CC3 (stereo unspecified)	10	42	-0.5	-0.2
47	Cc1ccc(NC(=O)c2sc(N)c(C(=O)OC(C)C)c2C)cc1	-17	6	-0.4	0.0
48	Fc1ccc(-c2nc(CN3CCN(c4ccccn4)CC3)cs2)cc1	24	11	-8.6	-0.1
49	O=C(CNc1cccc2ccccc12)N/N=C/c1ccc(Br)cc1	5	-6	-1.5	0.0
50	C=CCNC(=O)c1cc(OCC)c(OCC)c(OCC)c1	0	-24	0.2	0.1
51	N#Cc1c(NC(=O)/C=C/C(=O)O)sc2c1CCCC2	-7	2	-1.1	-0.1
52	O=[N+]([O-])c1nn(-c2ccc3c(c2)OCCO3)n(O)c1=NCc1ccc(F)cc1	-68	8	-2.1	-0.3
53	O=C(NC(=S)Nc1ccc(N2CCCCC2)c(Cl)c1)c1ccccc1	13	9	-0.2	0.0
54	CCN1CCN(c2nc(C)nc3sc4c(c23)CCC4)CC1	14	41	0.5	0.0
55	CC(CNC(=O)CN1Cc2ccccc2OC(C)C1)Oc1cccnc1 (stereo unspecified)	0	12	0.3	0.1
56	O=C(CN(c1cccc([N+](=O)[O-])c1)S(=O)(=O)c1ccccc1)N1CCN(Cc2ccccc2)CC1	9	-2	-0.5	-0.1
57	O=C(CCS(=O)(=O)c1ccc2c(c1)SCC(=O)N2)Nc1cccc(Cl)c1	2	7	-1.1	-0.1
58	CCN(CC)c1nc(NCCOc2ccccc2)nc(N2CCc3ccccc3C2)n1	2	2	-1.0	0.0
59	Cc1ccc(N=C(N(C)C)P(=O)(N(C)C)N(C)C)c(C)c1	2	-3	-0.7	-0.1
60	COc1cccc(C(=O)N(Cc2nc(-c3cccc(C)c3)no2)C(C)C)c1	1	5	-1.2	0.3

A different layout for some results above:
52) O=[N+]([O-])c1nn(-c2ccc3c(c2)OCCO3)n(O)c1=NCc1ccc(F)cc1
53) O=C(NC(=S)Nc1ccc(N2CCCCC2)c(Cl)c1)c1ccccc1
54) CCN1CCN(c2nc(C)nc3sc4c(c23)CCC4)CC1
55) CC(CNC(=O)CN1Cc2ccccc2OC(C)C1)Oc1cccnc1 (stereo unspecified)

| compound no. | 52 | 53 | 54 | 55 |
| --- | --- | --- | --- | --- |
| TEAD-YAP block | -68 | 13 | 14 | 0 |
| MITF inh | 8 | 9 | 41 | 12 |
| GPR151 activ | -2.1 | -0.2 | 0.5 | 0.3 |
| FBW7 activator | -0.3 | 0.0 | 0.0 | 0.1 |

Of the compounds above, 8 have a thiophene ring, fused or not.
item	canonical_smiles	TEAD-YAP block	MITF inh	GPR151 activ	FBW7 activator
13	O=C(CCCN(Cc1cccs1)S(=O)(=O)c1ccc(Br)cc1)NO	0	-5	1.7	-0.2
15	CC(C)n1c(-c2cccs2)nc2c(NCc3cccc(C(F)(F)F)c3)ncnc21	1	-13	3.1	0.0
16	CN(C)CCCNc1ncnc2sc3c(c12)CCCC3	-7	-22	2.4	-0.1
32	O=C(Nc1nc(-c2cc(Cl)sc2Cl)cs1)c1ccc(S(=O)(=O)N2CCCCC2)cc1	0	11	0.1	0.0
42	CC(C)C(=O)N(CC(=O)Nc1sc2c(c1C(N)=O)CCCC2)Cc1ccc(F)cc1	14	11	-0.1	0.3
47	Cc1ccc(NC(=O)c2sc(N)c(C(=O)OC(C)C)c2C)cc1	-17	6	-0.4	0.0
51	N#Cc1c(NC(=O)/C=C/C(=O)O)sc2c1CCCC2	-7	2	-1.1	-0.1
54	CCN1CCN(c2nc(C)nc3sc4c(c23)CCC4)CC1	14	41	0.5	0.0

(more compounds)
item	canonical_smiles	TEAD-YAP block	MITF inh	GPR151 activ	FBW7 activator
61	Cc1ccc(NS(=O)(=O)c2ccc(N=Cc3c(C)[nH]n(-c4ccc(C)c(C)c4)c3=O)cc2)cc1	10	7	-0.7	-0.1
62	CCCCN(C)C(=O)c1sc2ncnc(N(C)c3ccccc3)c2c1C	-13	-2	-0.3	-0.1
63	CS(=O)(=O)Nc1nc2n(n1)C(c1ccc(F)cc1)C=C(c1ccc(Cl)cc1)N2 (stereo unspecified)	-16	14	-1.8	0.3
64	CCc1ccc2nc(NCCNC(=O)c3cc(OC)c(OC)c(OC)c3)c(C#N)cc2c1	7	11	-0.5	-0.1
65	COc1ccc(-n2nc3c(c2NC(=O)c2ccc4c(c2)OCO4)CSC3)cc1	18	89*	-0.6	0.0
66	O=C1CSC(=O)N1c1ccc(Cl)cc1	6	4	-1.0	-0.3
67	Cc1c(C(=O)N2CCN(C)CC2)sc2ncn(Cc3ccccc3F)c(=O)c12	-3	6	-0.4	-0.1
68	CCC(=O)N1CCc2cc(S(=O)(=O)CCC(=O)Nc3cc(C)cc(C)c3)ccc21	11	4	-0.8	0.3
69	O=S(=O)(NC1CCCCCCC1)c1cccc2nsnc12	0	-1	0.0	-0.3
70	Cc1nc2sccn2c1CN1CCCC(CCC(=O)N(C)CCc2ccccn2)C1 (stereo unspecified)	16	5	-1.3	0.3
71	CN(C)c1ccc(NC(=S)N=P(c2ccncc2)(N(C)C)N(C)C)cc1	-1	23	-1.4	0.2
72	Cc1cc2c(cc1C)C(c1ccc(F)cc1)CC(=O)N2 (stereo unspecified)	0	-6	1.6	0.0
73	O=C(CCN1CCc2ccccc2C1)Nc1ccc2c(c1)CCC2	1	-3	-0.1	0.0
74	O=C(OCc1ccc(Cl)cc1)c1ccco1	1	-29	-1.5	0.1
75	CCOC(=O)c1sc(C)c2c(=O)[nH]c(-c3ccc(SC)cc3)nc12	-1	9	1.4	-0.3
76	CC(C)(C)C(=O)/C=C(/NCc1ccccc1)C(=O)NCc1ccccc1	11	10	-0.6	0.1
77	COc1ccc(NC(=O)N2CCCCC2c2cccnc2)cc1 (stereo unspecified)	-9	13	-0.1	0.5
78	CC1=C(C(=O)Nc2ccccc2Cl)C(c2cccc(Br)c2)NC(=O)N1 (stereo unspecified)	-3	1	2.4	-0.1
79	Cc1cc(C)nc(SCC(=O)N/N=C\c2cccs2)n1	-2	14	-0.9	0.0
80	O=C1COc2ccc(-c3csc(NC(=O)C4CC4)n3)cc2N1	-12	-2	-0.1	-0.1
81	CCN(CC)c1ccc(C(=O)NNS(=O)(=O)c2c(F)cc(F)c(Cl)c2F)cc1	5	13	-0.5	0.2
82	CCc1ccc(NC(=O)CCSc2nnc(C)s2)cc1	-7	0	0.3	0.0
83	Cc1cc(OCC(=O)Nc2c(C)n(C)n(-c3ccccc3)c2=O)cc(C)c1Cl	13	12	-0.6	-0.1
84	Cc1ccc(CS(=O)(=O)CCC(=O)NCc2cccs2)cc1	-3	-14	0.6	-0.1
85	CCOC(=O)c1cc(CC)sc1NC(=O)c1cc([N+](=O)[O-])ccc1N1CCCCCC1	-2	18	-0.3	0.1
86	Cn1c(=O)cc(SCC(=O)Nc2cccnc2)c2ccccc21	-1	12	-0.3	-0.3
87	Cc1ccc(C2=NS(=O)(=O)N(C)C(C(=O)NC3CCCCC3)=C2)cc1	0	4	-2.4	0.0
88	Cc1ccc(-c2cccc3cnc(Nc4cccc(C(=O)N5CCOCC5)c4)nc23)cn1	32*	40	-0.9	1.4
89	Cc1cccc(C(=O)Nc2ccc(-c3nc4cccnc4s3)cc2)c1	-18	-4	0.2	0.2
90	CCN(CC)c1cc(-c2ccccn2)nc(-c2ccccc2)n1	6	-9	-1.7	0.0
91	CCN(CC)c1ncnc2sc(C(=O)N3CCN(c4ccccc4F)CC3)c(C)c12	6	10	1.0	-0.2
92	CCOc1ccc(C2C(C(=O)OCc3ccccc3)=C(C)Nc3nnnn32)cc1OCC (stereo unspecified)	9	6	1.4	-0.2
93	CC(=O)N1CCC(N(CCN2CCOCC2)C(=S)Nc2ccc(C)c(Cl)c2)CC1	-1	-9	0.9	-0.2
94	CSc1ccc(/C=N/NC(=O)c2ccncc2)cc1	0	3	-0.3	-0.1
95	COc1c(S(=O)(=O)Nc2cccc(C)n2)ccc(Cl)c1Cl	-6	5	0.4	-0.1
96	CSCCC(NC(=O)Nc1ccccc1)c1nc2ccccc2[nH]1 (stereo unspecified)	-4	19	-1.7	0.0
97	Cc1ccccc1CSc1ccc(-c2ccccn2)nn1	-27	42	0.1	-0.3
98	COc1cc(C(=O)OCCNC(=O)c2ccncc2)cc(OC)c1OC	-8	-4	0.9	-0.1
